SENP1 inh: inhibitors of human SENP1 SUMO protease catalytic domain; inhibition, % at 10 µM; recombinant SENP1 catalytic domain, CyPet-SUMO1-YPet FRET cleavage; Q9P0U3; 0.21% of 360,000 active; AID 624204;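 active = inhibition at least 30% at 10 µM, raw YFP signal under a set limit, fluorescence ratio 0.5 to 1.5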;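 also: 0% = enzyme with DMSO and 100% = no enzyme wells; some results filed as inactive read as strong as hits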
Target sequence (Q9P0U3 419-644 limits assumed): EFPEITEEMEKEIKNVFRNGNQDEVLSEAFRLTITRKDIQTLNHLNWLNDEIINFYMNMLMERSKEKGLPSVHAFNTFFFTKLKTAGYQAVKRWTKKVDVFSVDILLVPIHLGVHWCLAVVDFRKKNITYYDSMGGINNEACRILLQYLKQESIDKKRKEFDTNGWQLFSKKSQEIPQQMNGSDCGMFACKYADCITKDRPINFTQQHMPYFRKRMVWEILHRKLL
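system = hSENP1 catalytic domain, recombinant | reagent = SFCypet-SUMO1-SFYpet substrate at 25 nM | doses = one dose per compound, 10 µM, 0.5% DMSO | incubation = enzyme reaction for 50 min at room temperature, dark | measured by = FRET, CFP and YFP emission | controls = no-enzyme low, enzyme-DMSO high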
Active calls of the source: *.

SMILES	SENP1 inh
COc1cccc(NC(=O)N2CCc3nc(Nc4ccc(C(C)C)cc4)ncc3C2)c1	-16
O=C(Nc1ccccc1)OCCNC1CCCCC1	-3
OC(C#Cc1ccccc1)(c1ccccc1)c1ccccc1	1
COc1ccc(-n2nnnc2C(c2ccnc3ccccc23)N2CCN(C/C=C/c3ccccc3)CC2)cc1 (stereo not given)	-5
Cc1cc(O)c(C(C)C)cc1N=Cc1ccccc1[N+](=O)[O-]	3
CN(C)c1ncnc2c1ncn2[C@H]1CN(Cc2cccs2)C[C@@H](CO)O1	-5
Cc1cn([C@H]2C[C@H](O)[C@@H](/C=C/C(=O)NCCC(C)C)O2)c(=O)[nH]c1=O	1
c1cc(N2CCCCC2)nc(N2CCCCC2)n1	-1
CC(C)CCNC(=O)C1(C)CCN1Cc1ccc(-c2ccccn2)cc1 (stereo not given)	1
Cc1nc2c(o1)C(=O)c1ccccc1C2=Nc1ccccc1	-21
Cn1cnc(S(=O)(=O)N2CCCCC2c2cc(C(=O)Nc3cccc4c3CCCC4)no2)c1 (stereo not given)	-1
CC(=O)NC(c1cccc(F)c1)c1nc(-c2cccc(C(C)C)c2)cs1 (stereo not given)	2
CC(C)NC(=O)c1ccc2nc([C@@H]3O[C@H](CO)[C@H](O)[C@H](O)[C@H]3O)[nH]c2c1	-1
COc1ccc(C(O)c2ncc(-c3ccccc3C)[nH]2)cc1 (stereo not given)	-2
Cc1ccc(-n2cnc3c(=O)[nH]cnc32)cc1	1
Cc1ccnn1CCC(=O)N1CCCC(Nc2ccc(C(C)C)cc2)C1 (stereo not given)	4
O=C(O)c1ccc(NC(C(=O)c2ccccc2)c2ccccc2)cc1 (stereo not given)	-1
O=C(Cn1cc(COc2ccc(Br)cc2)nn1)c1ccc(O)cc1	0
CN1C[C@@H]2[C@@H]3C(=O)N(C)C(=O)[C@@H]3[C@](C)(C1=O)N2C(=O)c1ccc(Cl)c(Cl)c1	4
O=C(NCc1ccncc1)C1Cc2c(-c3ccccc3Oc3ccccc3)ccnc2O1 (stereo not given)	-1

Part of the list above, as a markdown table.
| Structure | SENP1 inh |
| --- | --- |
| CC(C)NC(=O)c1ccc2nc([C@@H]3O[C@H](CO)[C@H](O)[C@H](O)[C@H]3O)[nH]c2c1 | -1 |
| O=C(Cn1cc(COc2ccc(Br)cc2)nn1)c1ccc(O)cc1 | 0 |
| Cc1cn([C@H]2C[C@H](O)[C@@H](/C=C/C(=O)NCCC(C)C)O2)c(=O)[nH]c1=O | 1 |
| O=C(Nc1ccccc1)OCCNC1CCCCC1 | -3 |

Next compounds:
SMILES	SENP1 inh
Nc1ccn(C(C=O)CC(C=O)CO)c(=O)n1 (stereo not given)	0
CCCCCCCCN1C(=O)[C@H](CC(=O)NCc2cccs2)C[C@@]2(C(=O)OC)CCCCC=C12	2
Cc1n[nH]c2ccc(Br)cc2c1=O	3
O=C(NC1CCCCC1)C(c1ccc(C(F)(F)F)cc1)n1c(=O)c(-c2ccco2)nc2ccccc21 (stereo not given)	-40
COc1cc(OC)cc(-c2noc(-c3csc([C@@H]4O[C@H](CO)[C@H](O)[C@H](O)[C@H]4O)n3)n2)c1	-1
Cc1ccc(S(=O)(=O)N2CCOCC2)cc1NC(=O)CSc1nnnn1C1CC1	1
CC1=NNC(=O)/C1=C\c1cn(-c2ccccc2)nc1-c1ccccc1	2
O=C(NC(c1ccc(Cl)cc1)c1ccsc1)C1CCN(Cc2cccc(C(F)(F)F)c2)CC1 (stereo not given)	0
Cc1c(C(=O)NCc2ccc(F)cc2)sc(=O)n1Cc1ccccc1F	-2
C=CCN1[C@@H](Cc2ccccc2)COc2cc(N3CCSCC3)ccc2S1(=O)=O	4
Fc1cccc(Cc2c(-c3ccccc3)nc3ccc(Cl)cn23)c1	12
COC(=O)c1ccc2cc(OC)cc([N+](=O)[O-])c2n1	0
C[C@H](O)[C@@H]1CN2CCc3c([nH]c4ccccc34)[C@@H]2C[C@@H]1N(C)C(=O)NC1CCCCC1	-26
COc1ccc(NC2CCCN(C(=O)COc3ccc(C(C)=O)cc3)C2)cc1 (stereo not given)	0
CCCCOc1ccc(C(=O)NCC(=O)N2CCN(C/C=C/c3ccccc3)CC2)cc1	-1
CCc1c(N)nc(N)nc1Nc1ccccc1C	1
O=C(Nc1nnc([C@@H]2C[C@H](O)[C@@H](CO)O2)s1)c1cccc2ccccc12	2
CC(C)(C)OC(=O)N(CCc1ccccc1)Cc1ccccc1OCc1ccc(NC(=O)C2CCC2)cc1	-1
COCCNC(=O)C1CCCN(C(=O)COCc2ccccc2)CC1 (stereo not given)	1
CCc1nc2ccc(C(=O)NCc3ccc4c(c3)OCO4)cn2c1N(CC)CCN(C)C	-7
CC(=C/C(=O)O)/C=C/c1ccc([N+](=O)[O-])cc1	1
COC(=O)c1c(NC(=O)c2ccccc2C(=O)O)sc2c1CCCC2	1
Cc1ccc(C(O)c2ncc(-c3cccc(C(F)(F)F)c3)[nH]2)c(C)c1 (stereo not given)	1
COc1cccc(-c2nc(Cl)nc3cc(Cl)ccc23)c1	2
CC1(C(=O)NCc2ccccc2)CCC(=O)N1CCOc1ccccc1 (stereo not given)	0
O=S(=O)(CCN1CCCC1)NCCNS(=O)(=O)c1ccc(F)cc1Br	-10
Cc1ccc(-c2ccc(CN3C(CC(C)C)C(=O)N(Cc4cn(CC5CCCCC5)nn4)CCS3(=O)=O)cc2)cc1 (stereo not given)	1
COc1ccc(C(C(=O)NC(C)(C)C)n2c(=O)c(-c3cc4ccccc4[nH]3)nc3ccccc32)cc1 (stereo not given)	-18
COc1cccc(/C=C/C(=O)OCC(=O)Nc2ccc3c(c2)OCO3)c1	3
Clc1nssc1=Nc1ccccc1	0
CCOC(=O)C(CC)c1cc2n(c(=O)c1C#N)CCC21OCCO1 (stereo not given)	-22
S=c1[nH]ccc2ccccc12	3
Cc1oc2c(C)c3oc(=O)c4c(c3cc2c1C)CCC4	-19
COCCCN1C(=O)C(CC(=O)NC2CCCC2)CC(C(=O)N2CCOCC2)=C1C (stereo not given)	1
Cc1ccc(OCC(=O)Nc2ccncc2)cc1C	0
COc1ccc(Nc2c(CCc3ccccc3)nc3nc(C)cc(C)n23)cc1	9
COC(=O)[C@]12CCCCC=C1N(Cc1cccc3ccccc13)C(=O)[C@H](CC(=O)N1CCOCC1)C2	2
COc1cc(/C=C(\C#N)C(=O)Nc2cccnc2)ccc1OC(C)C	-25
CCCCn1nnnc1C1(C)CCC(=O)N1Cc1ccc(C)cc1 (stereo not given)	1
CCN(CC)CCCNc1ccc2ncn3c4ccc(O)cc4c(=O)c1c23	-29

Part of the list above, set out differently.
SENP1 inh,SMILES
-18,COc1ccc(C(C(=O)NC(C)(C)C)n2c(=O)c(-c3cc4ccccc4[nH]3)nc3ccccc32)cc1 (stereo not given)
1,COC(=O)c1c(NC(=O)c2ccccc2C(=O)O)sc2c1CCCC2
0,CC1(C(=O)NCc2ccccc2)CCC(=O)N1CCOc1ccccc1 (stereo not given)
1,CC(=C/C(=O)O)/C=C/c1ccc([N+](=O)[O-])cc1
1,Cc1ccc(C(O)c2ncc(-c3cccc(C(F)(F)F)c3)[nH]2)c(C)c1 (stereo not given)
2,COC(=O)[C@]12CCCCC=C1N(Cc1cccc3ccccc13)C(=O)[C@H](CC(=O)N1CCOCC1)C2
1,COCCCN1C(=O)C(CC(=O)NC2CCCC2)CC(C(=O)N2CCOCC2)=C1C (stereo not given)

The results go on:
SMILES	SENP1 inh
O=C(NCCc1ccccc1F)C1CC(=O)N(c2cccc(C(F)(F)F)c2)C1 (stereo not given)	0
CS(=O)(=O)Nc1ccc(F)cc1	-1
CC1(C(=O)Nc2cccc(NS(C)(=O)=O)c2)CCN1CCc1ccccc1 (stereo not given)	0
CC(C)c1ccc(NC(=O)C2(C)Cc3c(-c4ccc(C(N)=O)cc4)ccnc3O2)cc1 (stereo not given)	1
CCOC(=O)c1c(C)[nH]c(C)c1C(=O)COC(=O)/C=C/c1cccc([N+](=O)[O-])c1	0
O=C(O[C@@H]1OC2COC(=O)c3cc(O)c(O)c(O)c3-c3c(cc(O)c(O)c3O)C(=O)O[C@@H]([C@H]1O)[C@@H]2O)c1cc(O)c(O)c(O)c1	6
O/N=C(\Cn1ccnc1)c1ccccc1	0
CC(C)CN1CCN(C(=O)COC(=O)c2ccc(S(C)(=O)=O)c([N+](=O)[O-])c2)CC1	3
Oc1cccc(-c2csc(C(O)(c3ccccc3)C(F)(F)F)n2)c1 (stereo not given)	4
CC(=O)Nc1cnc(-c2cccc(C(=O)N(C)C)c2)cn1	-11
Cc1cc(=O)n2nc(N3CCCC(C(=O)NCCCN4C(C)CCCC4C)C3)sc2n1 (stereo not given)	1
COc1cccc(-c2cc3nc(NCCOc4ccccc4Cl)n(C)c(=O)c3s2)c1	-2
O=C(NCCCc1ccccc1)c1cccc(NC(=O)c2ccccc2)c1	1
O=P(OCC1CCCO1)(OCC1CCCO1)OCC1CCCO1 (stereo not given)	1
Cc1ccccc1CNC(=O)c1csc([C@H]2C[C@H](O)[C@@H](CO)O2)n1	-1
CCOC(=O)[C@]12CCCC=C1N(CCc1ccc(OC)c(OC)c1)C(=O)[C@H](CC(=O)NCCc1ccccc1OC)C2	0
CC1CCC(=NNS(=O)(=O)c2ccc([N+](=O)[O-])cc2)CC1 (stereo not given)	2
COC(=O)c1sc(N2C(=O)c3oc4ccccc4c(=O)c3C2c2cccs2)nc1C (stereo not given)	-2
CN(C)c1nc(N)c2nccnc2n1	-2
COc1cc(C=NNC(=S)Nc2ccc(S(=O)(=O)N3CCCCC3)cc2)cc(OC)c1OC	2

Reprinted at random: 2 entries already listed, in no set order.
SMILES	SENP1 inh
COc1cc(/C=C(\C#N)C(=O)Nc2cccnc2)ccc1OC(C)C	-25
C[C@H](O)[C@@H]1CN2CCc3c([nH]c4ccccc34)[C@@H]2C[C@@H]1N(C)C(=O)NC1CCCCC1	-26

Continued.
SMILES	SENP1 inh
CCc1nc2ccc(C(=O)Nc3ccc4c(c3)OCC(=O)N4)cn2c1N(CC)Cc1cccc(Br)c1	-4
O=C1NC[C@H](CCCCN2C[C@H](Cc3ccccc3)N(CCc3ccc(O)cc3)C(=O)C2=O)N(CCc2ccccc2)C1=O	0
CCN1C[C@@H]2[C@@H]3C(=O)N(Cc4ccccc4)C(=O)[C@@H]3[C@](C)(C1=O)N2C(=O)c1ccc(Br)cc1	0
O=C(NC1CCCCC1)C(c1ccccc1)N(Cc1ccco1)C(=O)Cn1cnc2ccccc21 (stereo not given)	1
O=[N+]([O-])c1ccc(COc2ccc(CN3CCCCC3)cc2)cc1	0
C[C@H](CO)N1C[C@H](C)[C@H](CN(C)S(=O)(=O)c2cccc(F)c2)OCc2ccccc2-c2c(n(C)c3ccccc23)C1=O	0
COc1ccc(Cl)cc1-c1noc([C@@H]2O[C@H](CO)[C@H](O)[C@H](O)[C@H]2O)n1	1
O=C(O)CCC(C(=O)O)N1C(=O)C2C3CCC(C3)C2C1=O (stereo not given)	1
Cc1ccc(NC(=O)C2(C)CCN2C(=O)C2CCCCC2)cc1C (stereo not given)	-1
Cc1ccsc1-c1cc2nc(NCCCN(C)C)n(C)c(=O)c2s1	-3
Cc1ccc(S(=O)(=O)N2[C@@H](Cc3ccccc3)CO[C@H]2CC(=O)c2ccc(F)cc2)cc1	2
Clc1ccccc1-c1nnc2sc(-c3ccccn3)nn12	0
Cc1ccc(CN2CC(N3CCC(c4ccccc4)CC3)CS2(=O)=O)cc1 (stereo not given)	1
Oc1ccc(C[C@H]2CN([C@@H](Cc3ccc(O)cc3)CN3CCC[C@@H]3CN3C(=S)NC[C@@H]3Cc3ccccc3)C(=S)N2CC2CCCCCC2)cc1	1
CN1CCC(C)(C(=O)Nc2ccc3c(c2)OCCO3)C1 (stereo not given)	3
O=C(O)CN1C(=O)C2C3CCC(C3)C2C1=O (stereo not given)	2
O=[N+]([O-])c1ccc(N2CCOCC2)cc1	2
CC(C)(C)OC(=O)N(CCc1ccccc1)Cc1cccc(OCc2cccc(NC(=O)C3CCC3)c2)c1	2
CCOC(=O)c1cc(Cl)c2c(ccc3ccccc32)n1	0
CN1CCC(OC(c2ccccc2)c2ccc(Cl)cc2)C1 (stereo not given)	2
CC1=NN(c2ccccc2)C(=O)/C1=C/C=C/c1ccc(N(C)C)cc1	2
O=C(Nc1ccn(CCOC(=O)c2ccccc2)c(=O)n1)c1ccccc1	-2
Nc1ccn(C2OC(CO)C(O)C2O)c(=O)n1 (stereo not given)	3
O=C1c2ccccc2C(c2nnnn2Cc2ccccc2)N1Cc1ccc2c(c1)OCO2 (stereo not given)	-2
OC(COc1ccccc1)CN1CCN(c2cccc(Cl)c2)CC1 (stereo not given)	5
COc1ccccc1OCC(=O)N1CCCCCC1	0
CCc1nc2ccc(C(=O)NCc3ccc4c(c3)OCO4)cn2c1N(C)Cc1ccc(OC)cc1	-9
CCCCn1nnnc1C(CCc1ccccc1)N1CCN(C/C=C/c2ccccc2)CC1 (stereo not given)	0
CC(N)c1csc(NC(=O)Nc2cccc(C(F)(F)F)c2)n1 (stereo not given)	0
CC(C)C[C@H]1CNC(=S)N1C[C@H]1CCCN1C[C@H](Cc1ccc(O)cc1)N1C[C@H](CC(C)C)N(CC2CCCCCC2)C1=S	2

By substructure: the compounds so far containing a furan ring, fused or not.
SMILES	SENP1 inh
O=C(NC1CCCCC1)C(c1ccc(C(F)(F)F)cc1)n1c(=O)c(-c2ccco2)nc2ccccc21 (stereo not given)	-40
Cc1oc2c(C)c3oc(=O)c4c(c3cc2c1C)CCC4	-19
O=C(NC1CCCCC1)C(c1ccccc1)N(Cc1ccco1)C(=O)Cn1cnc2ccccc21 (stereo not given)	1

High-throughput results from PubChem.

This is a subset, so the mix of outcomes need not match the whole.
